M5 antag: human M5 muscarinic receptor antagonists, primary screen, CHO cells, Fluo-8 calcium fluorescence | inhibition, % at 3 µM | hit rate 0.59% among 360,000 | CHO-hM5 cells, ACh EC80 | Muscarinic acetylcholine receptor M5 (Homo sapiens), P08912;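 active = inhibition above a per-plate cutoff, the mean of that plate's test compounds plus 3 SD, cut at about 27% in these data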;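 note: 0% = acetylcholine EC80 with DMSO and 100% = DMSO without agonist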
Target sequence (P08912 whole entry, looked up): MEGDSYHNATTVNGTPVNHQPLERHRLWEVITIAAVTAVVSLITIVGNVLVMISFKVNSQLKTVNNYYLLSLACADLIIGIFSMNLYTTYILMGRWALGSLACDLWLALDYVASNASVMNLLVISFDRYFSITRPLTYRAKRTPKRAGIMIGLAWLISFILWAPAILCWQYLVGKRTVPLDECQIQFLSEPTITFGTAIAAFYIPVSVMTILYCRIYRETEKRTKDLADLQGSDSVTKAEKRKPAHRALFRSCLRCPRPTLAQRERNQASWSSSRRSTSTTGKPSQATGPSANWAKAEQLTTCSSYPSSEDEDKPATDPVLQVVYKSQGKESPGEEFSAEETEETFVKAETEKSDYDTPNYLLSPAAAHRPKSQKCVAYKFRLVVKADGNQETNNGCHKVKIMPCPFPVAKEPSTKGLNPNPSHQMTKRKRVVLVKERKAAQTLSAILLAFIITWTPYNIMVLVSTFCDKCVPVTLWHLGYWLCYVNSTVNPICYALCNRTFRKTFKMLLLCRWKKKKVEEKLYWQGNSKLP
CHO-K1 Ca PAM: nonselective calcium activators in parental CHO-K1 cells, primary screen, counter-screen for M1 PAM project, cell-based, Fluo-8 calcium fluorescence, full deck, 1536-well; ATP EC20; 0% at ATP EC20, 100% at ATP max; activation, % at 3 µM; hit rate 0.02% among 360,000; AID 602247, 2012;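 active = activation above the run cutoff, the mean activation of all test compounds plus 3 SD, cut at about 40% in these data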;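 note: peak over basal fluorescence ratio in a 140 s read after ATP addition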
M4 ag: human M4 muscarinic receptor agonists, primary screen, CHO-K1 cells, Fluo-8 calcium fluorescence; Muscarinic acetylcholine receptor M4 (Homo sapiens), P08173; CHO-K1 hM4/Gqi5; vehicle 0%, full acetylcholine response 100%; activation, % at 3 µM; hit rate 0.14% among 360,000; AID 624127, 2012;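 active = activation above the run mean over all test wells plus 3 SD, cut at about 32% in these data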;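 note: peak over basal fluorescence ratio per well then scaled between controls; 0% = DMSO wells and 100% = acetylcholine at EC100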
Target sequence (P08173 whole entry, looked up): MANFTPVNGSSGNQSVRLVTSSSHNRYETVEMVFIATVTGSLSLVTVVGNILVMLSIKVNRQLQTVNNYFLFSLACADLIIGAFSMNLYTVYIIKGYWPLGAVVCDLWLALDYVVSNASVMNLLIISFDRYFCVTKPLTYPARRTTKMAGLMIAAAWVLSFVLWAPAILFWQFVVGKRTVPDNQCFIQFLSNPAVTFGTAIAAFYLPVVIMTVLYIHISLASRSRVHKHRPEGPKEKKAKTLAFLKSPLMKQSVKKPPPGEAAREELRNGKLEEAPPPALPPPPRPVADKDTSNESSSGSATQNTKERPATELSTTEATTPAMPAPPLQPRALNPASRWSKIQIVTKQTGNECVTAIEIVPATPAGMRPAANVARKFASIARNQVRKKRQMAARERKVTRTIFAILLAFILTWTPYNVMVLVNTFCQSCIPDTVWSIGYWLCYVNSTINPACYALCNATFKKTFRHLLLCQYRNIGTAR
CHO-K1 Ca ag: counter-screen for M1 agonists: effect in parental CHO-K1 cells. activation, % at 3 µM. Fluo-8 calcium fluorescence; scaled to maximal ATP response, vehicle zero. hit rate 0.48% among 360,000; in the data active = activation above about 15%;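 note: untransfected CHO-K1 host cells lacking M1 receptor as counterscreen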
M4 antag: human M4 muscarinic receptor antagonists, primary screen, CHO cells, Fluo-8 calcium fluorescence | Muscarinic acetylcholine receptor M4 (Homo sapiens), P08173 | CHO-hM4 cells, ACh EC80 | inhibition, % at 3 µM | hit rate 0.73% among 360,000 | AID 624125, 2012;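 active = inhibition above its plate's cutoff, the mean inhibition of sample wells plus 3 SD, cut at about 27% in these data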;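 note: 0% = acetylcholine EC80 with DMSO and 100% = DMSO without agonist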
M5 PAM: human M5 muscarinic receptor positive allosteric modulators, primary screen, CHO-K1 cells, Fluo-8 calcium fluorescence; Muscarinic acetylcholine receptor M5 (Homo sapiens), P08912; CHO-K1 hM5, ACh EC20 PAM; 0% = ACh EC20, 100% = ACh EC100; activation, % at 3 µM; hit rate 0.3% among 360,000; AID 624038, 2012;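 active = activation above the run cutoff, the mean activation of all test compounds plus 3 SD, cut at about 18% in these data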
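System – CHO-K1 hM5 cells · Compound – 3 µM, single dose · Incubation – compound preincubation 140 s before EC20 acetylcholine addition · Technique – Fluo-8 calcium fluorescence · Measure – Max/basal fluorescence ratio as % of EC20–EC100 ACh window · Benchmarks – low control EC20 acetylcholine (0%), high control EC100 acetylcholine (100%) · Replication – singlicate, one well per test compound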
CHO-K1 Ca antag: counter-screen for M1 antagonists: effect in parental CHO-K1 cells; ATP-induced calcium, Fluo-8 fluorescence; inhibition, % at 3 µM; hit rate 0.6% among 360,000;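 active = inhibition above a per-plate cutoff, the plate's mean sample inhibition plus 3 SD, cut at about 24% in these data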;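 note: 0% = DMSO plus EC80 ATP and 100% = DMSO alone without ATP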
CHRM4 PAM: human M4 muscarinic receptor positive allosteric modulators, primary screen, CHO-K1 cells, Fluo-8 calcium fluorescence; Muscarinic acetylcholine receptor M4 (Homo sapiens), P08173; CHO-K1 hM4/Gqi5, ACh EC20; 0% = ACh EC20, 100% = maximal ACh; activation, % at 3 µM; hit rate 0.4% among 360,000; AID 624126, 2012;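 active = activation above its plate's cutoff, the mean activation of sample wells plus 3 SD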; note: some results filed as inactive read as strong as hits
CHRM5 agonist: human M5 muscarinic receptor agonists, primary screen, CHO-K1 cells, Fluo-8 calcium fluorescence; Muscarinic acetylcholine receptor M5 (Homo sapiens), P08912; CHO-K1 hM5 cells; 0% DMSO wells, 100% maximal acetylcholine response; activation, % at 3 µM; hit rate 0.19% among 360,000; AID 624037, 2012;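 active = activation above the run's mean over test compounds plus 3 SD, cut at about 23% in these data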;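 note: signal is peak over basal fluorescence ratio across the kinetic read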
* hit, by the source's call.

# | smiles | M5 antag | CHO-K1 Ca PAM | M4 ag | CHO-K1 Ca ag | M4 antag
1 | O=c1[nH]c(-c2ccccc2)ncc1Oc1ccccc1 | -1 | -11 | 0 | 0.3 | 8
2 | Cc1ccc(CN(C)C(=O)c2cc(COc3ccc(F)cc3Cl)on2)o1 | 1 | 9 | 1 | 0.8 | -10
3 | COc1c(C(=O)Nc2ccc(CN3CCOCC3)cc2)cc2ccccc2c1Br | 19 | 2 | 8 | 5.1 | -5
4 | CC(C)(C)OC(=O)N1CCC[C@H]1C(=O)N1CCC[C@H]1C(=O)NCc1ccc(F)cc1F | 2 | 11 | 1 | 0.3 | -5
5 | C/C(=N\NC(=S)Nc1ccccc1C)C1Cc2ccccc2C(=O)O1 (centres undefined) | 3 | 8 | 0 | 2.0 | 4
6 | O=C(Nc1ncn[nH]1)c1cc(S(=O)(=O)Nc2cccc(C(F)(F)F)c2)ccc1Cl | 4 | 32 | 1 | 0.9 | -4
7 | CCc1cc2c(=O)nc3n(c2s1)Cc1ccccc1/C3=C(/O)c1ccc(F)cc1 | 3 | 12 | 3 | 1.2 | -12
8 | O=S(=O)(c1cccc(C(F)(F)F)c1)N1CCN(S(=O)(=O)c2ccc3c(c2)OCCO3)CC1 | 0 | 17 | 2 | 0.9 | -8
9 | O=[N+]([O-])c1ccccc1/C=C/CN1CCCC(CO)C1 (centres undefined) | -1 | 12 | 0 | 1.6 | 1
10 | O=C1COc2ccc(S(=O)(=O)CCC(=O)N3CCN(c4ccccc4)CC3)cc2N1 | -2 | 24 | 3 | 1.5 | -5

# | M5 PAM | CHO-K1 Ca antag | CHRM4 PAM | CHRM5 agonist
1 | 2 | 0 | -1 | -1
2 | 7 | -1 | 4 | -6
3 | -12 | -3 | -9 | -5
4 | 4 | -14 | 3 | 2
5 | -2 | -2 | 10 | -1
6 | 4 | -25 | 3 | 2
7 | -3 | -10 | 2 | -1
8 | 4 | -19 | 0 | 5
9 | 7 | -7 | -4 | -4
10 | -2 | -11 | 5 | -3

Additional structures:
# | smiles | M5 antag | CHO-K1 Ca PAM | M4 ag | CHO-K1 Ca ag | M4 antag
11 | CSc1ccc(CN2CCN(C3CCCC3)C(CCO)C2)cc1 (centres undefined) | 0 | 19 | 2 | 0.8 | 57*
12 | Cc1cc(C)c(OCC(=O)N/N=C/c2ccco2)c(C)c1 | -3 | 7 | -1 | 0.3 | -14
13 | O=C(NNC(=S)NC(=O)c1ccccc1)c1ccc([N+](=O)[O-])cc1 | 19 | 13 | 4 | 7.7 | -10
14 | O=C(CCCCCn1c(=S)[nH]c2ccc(N3CCOCC3)cc2c1=O)NC1CCN(Cc2ccccc2)CC1 | 10 | -8 | 1 | 0.2 | 14
15 | Cc1ccc(NC(=O)c2cc(=O)c3ccccc3o2)cc1 | 4 | 10 | 1 | 0.8 | 3
16 | Cc1cccc(NC2=NC(C)(C)N=C(N)N2)c1 | 4 | 1 | 1 | 0.1 | 5
17 | CC(=O)c1csc(Nc2ccccc2Cl)n1 | 0 | 25 | -1 | 0.5 | 2
18 | O=C(CNC(=O)c1ccco1)NCc1nc2ccccc2[nH]1 | 1 | -3 | 1 | 0.1 | 1
19 | O=C(Nc1ccc(Br)cc1)c1ccc(N2C(=O)C3CCCCC3C2=O)cc1 (centres undefined) | -11 | 3 | 4 | 2.6 | -1
20 | COc1ccc(CC(=O)Nc2ccc(/C(C)=N\NC(=O)c3ccc(Br)o3)cc2)cc1 | -4 | -4 | 1 | 5.0 | 3

# | M5 PAM | CHO-K1 Ca antag | CHRM4 PAM | CHRM5 agonist
11 | -1 | -20 | -27 | -15
12 | 6 | 0 | 8 | -5
13 | -6 | 0 | 1 | -1
14 | -5 | 4 | -20 | -20
15 | -3 | 1 | 10 | -1
16 | 1 | -1 | -4 | -10
17 | 7 | -12 | 0 | -3
18 | -6 | 0 | -2 | -1
19 | 15 | 0 | -3 | -5
20 | -1 | 5 | -1 | -3

The list continues:
# | smiles | M5 antag | CHO-K1 Ca PAM | M4 ag | CHO-K1 Ca ag | M4 antag
21 | Cc1ccc(NC(=O)CN2CCN(S(=O)(=O)c3ccc(F)cc3)CC2)cc1C | 14 | -11 | 5 | 1.6 | 7
22 | CCOC(=O)C(=O)Nc1ccccc1C(=O)OC | 5 | -6 | 1 | -0.5 | -4
23 | CC(=O)Oc1c(Sc2ccccc2[N+](=O)[O-])c(C)nn1C(C)(C)C | 2 | 8 | 0 | 0.1 | -10
24 | Cc1ccc(S(=O)(=O)NCCC(=O)Nc2ccc3c(c2)OCO3)cc1 | -12 | -9 | 1 | -0.6 | -8
25 | O=C(Nc1cc(F)ccc1F)C1CCCO1 (centres undefined) | 0 | 8 | 0 | 0.3 | -2
26 | Cc1ccc(N)c2c1OCCC2=O | 4 | 0 | -1 | 0.3 | -3
27 | CCCCOC(=O)/C=C\C(=O)OCCCC | 4 | 1 | 0 | 0.5 | 1
28 | COc1cc(/C=C(/C#N)c2nc3ccccc3[nH]2)ccc1OC(=O)c1ccco1 | 2 | 11 | 6 | 5.7 | -10
29 | Cc1ccc(S(=O)(=O)N2CC3(O)CN(C(=O)OC(C)C)N(C(=O)OC(C)C)CC3(OC(=O)NCc3ccco3)C2)cc1 (centres undefined) | 3 | 5 | 9 | 3.7 | -7
30 | COc1cc2c(cc1OC)C(=O)Cc1ccc3c(c1CN(C)CC2)OCO3 | 8 | 13 | 1 | 0.6 | -2

# | M5 PAM | CHO-K1 Ca antag | CHRM4 PAM | CHRM5 agonist
21 | -10 | -6 | -2 | -3
22 | -1 | -3 | 11 | -1
23 | 7 | -6 | 0 | -2
24 | 1 | -10 | 21 | -5
25 | 3 | -7 | 6 | 1
26 | 3 | 5 | 18 | -1
27 | 7 | 4 | 7 | 2
28 | -10 | -14 | -9 | 5
29 | -4 | -4 | -6 | 2
30 | -2 | 2 | -3 | -1

The list continues:
# | smiles | M5 antag | CHO-K1 Ca PAM | M4 ag | CHO-K1 Ca ag | M4 antag
31 | CCc1[nH]nc2c1C(C1C=CCCC1)C(C#N)=C(N)O2 (centres undefined) | -1 | 14 | 1 | -0.1 | 8
32 | CCc1n[nH]c(=S)n1/N=C/c1c[nH]c2ccc(Br)cc12 | 15 | 13 | 2 | 0.7 | 2
33 | Cc1csc2nc(CCNS(=O)(=O)c3cccs3)cn12 | 3 | -5 | 1 | 0.3 | -1
34 | CNC(=S)NNC(=O)c1cn(C)nc1C | 9 | -15 | 0 | -0.7 | -2
35 | COc1ccc(/C=N/NC(=O)c2ccoc2C)cc1OC | -1 | 16 | 0 | 0.1 | 1
36 | O=C(Nc1ccc(Cl)cc1C(=O)NCCN1CCOCC1)c1ccc(Cl)cc1Cl | 5 | 5 | 1 | 0.1 | 6
37 | O=C(O)c1ccccc1C(=O)Nc1ccc(S(=O)(=O)N2CCCC2)cc1 | -3 | 2 | 2 | 0.6 | -15
38 | Cc1ccc(C)c(OCc2n[nH]c(=S)o2)c1 | -9 | -5 | 1 | 0.2 | -4
39 | COc1ccc(OC)c(CN2C(=O)c3ccccc3C2C(=O)NCc2cccnc2)c1 (centres undefined) | 1 | 19 | 1 | 0.3 | 2
40 | Cc1ccc(NC2=C/C(=N/S(=O)(=O)c3cccs3)c3ccccc3C2=O)cc1 | 12 | -1 | 6 | 0.8 | 11

# | M5 PAM | CHO-K1 Ca antag | CHRM4 PAM | CHRM5 agonist
31 | 2 | 1 | 0 | -4
32 | -4 | -6 | -4 | 2
33 | -3 | -1 | 2 | 1
34 | -3 | 24* | 0 | 0
35 | 6 | -6 | 1 | 1
36 | -2 | 8 | 12 | -2
37 | 3 | -11 | -7 | -3
38 | 4 | -5 | 5 | 5
39 | -2 | 2 | -2 | 1
40 | -8 | -1 | 3 | 0

Further results
# | smiles | M5 antag | CHO-K1 Ca PAM | M4 ag | CHO-K1 Ca ag | M4 antag
41 | Fc1ccc(NC(=S)NCc2ccccc2)cc1 | 13 | -7 | 4 | 2.9 | -6
42 | C=CCc1cccc(/C=N/NC(=O)CCC(=O)Nc2ccc(F)cc2)c1O | 3 | 12 | 3 | 1.4 | 6
43 | CCC(C)(c1nnnn1-c1c(C)cccc1C)N(N=O)c1cccc(C(F)(F)F)c1 (centres undefined) | -5 | 7 | -1 | -0.1 | -7
44 | O=C(COc1ccccc1)c1ccccc1 | -1 | -14 | 0 | 0.1 | -13
45 | Cc1ccc(-c2nnn(CC(=O)N(CCCO)C(C(=O)NC3CCCC3)c3ccc(Cl)cc3)n2)o1 (centres undefined) | 18 | -9 | 0 | -0.4 | 15
46 | CN1CCN(C2CN(Cc3ccc(F)cc3)S(=O)(=O)C2)CC1 (centres undefined) | 0 | 18 | 1 | 1.0 | -3
47 | NC(=O)c1ccc(Nc2ccc3c(c2)CCC3)c([N+](=O)[O-])c1 | 4 | -2 | 3 | 2.5 | 5
48 | O=C(CCS(=O)(=O)c1ccccc1Cl)NCc1ccc(F)cc1 | 11 | 5 | 1 | 0.3 | 2
49 | Cc1cccc(-n2nnc(C(=O)Nc3ccc(F)cc3)c2N)c1 | -10 | 19 | 4 | 2.0 | -10
50 | CCCCNC(=O)C1CCC(CNS(=O)(=O)c2ccc(NC(C)=O)cc2)CC1 (centres undefined) | -9 | 29 | 0 | 0.1 | -7
51 | Cc1cc(NC(=O)CN2CCN(c3ccccn3)CC2)ccc1Br | 2 | -2 | 4 | 6.9 | -9
52 | COC(=O)c1ccc(OC)cc1OCC(=O)N1CCN(c2ccc(F)cc2)CC1 | 2 | 14 | 3 | 1.3 | -7
53 | Cc1cccc(C(=O)Nc2c3c(nn2C(C)(C)C)CS(=O)(=O)C3)c1 | 1 | 1 | 0 | -0.6 | 0

# | M5 PAM | CHO-K1 Ca antag | CHRM4 PAM | CHRM5 agonist
41 | -6 | 10 | -11 | -8
42 | -4 | -1 | -3 | 0
43 | 1 | 3 | -2 | -4
44 | 12 | -4 | 10 | 2
45 | -6 | 19 | -9 | -2
46 | -2 | 9 | 3 | -2
47 | -5 | -10 | -10 | 0
48 | 0 | -3 | -11 | -2
49 | 1 | -11 | -1 | 0
50 | 3 | -15 | 16 | -2
51 | -6 | -4 | -6 | -2
52 | -5 | -9 | 3 | 0
53 | 0 | 0 | 0 | -1

Four of these compounds, set out differently.
The line under a structure holds: M5 antag, CHO-K1 Ca PAM, M4 ag, CHO-K1 Ca ag, M4 antag, M5 PAM, CHO-K1 Ca antag, CHRM4 PAM, CHRM5 agonist
41) Fc1ccc(NC(=S)NCc2ccccc2)cc1
→ 13, -7, 4, 2.9, -6, -6, 10, -11, -8
42) C=CCc1cccc(/C=N/NC(=O)CCC(=O)Nc2ccc(F)cc2)c1O
→ 3, 12, 3, 1.4, 6, -4, -1, -3, 0
43) CCC(C)(c1nnnn1-c1c(C)cccc1C)N(N=O)c1cccc(C(F)(F)F)c1 (centres undefined)
→ -5, 7, -1, -0.1, -7, 1, 3, -2, -4
44) O=C(COc1ccccc1)c1ccccc1
→ -1, -14, 0, 0.1, -13, 12, -4, 10, 2
